# LGR2 inh: inhibitors of bursicon-induced LGR2 CRE-luciferase signal, primary screen, cell-based, HEK293, CRE-luciferase reporter, bursicon stimulation. Drosophila bursicon receptor LGR2 (rickets). bursicon-stimulated, 4 h. inhibition, % at 9.99 µM. 0.35% of 380,000 active;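 active means drop in luminescence signal, shown as inhibition above about 50% in the replicate tests, limit read from the data, passing the limit was not always enough; inconclusive means probably only some replicates passing the limit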;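 further: agonist challenge used bursicon conditioned medium at about half maximal strength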
# PGC1a acetyl inh: inhibitors of PGC1a acetylation signal, primary screen, cell-based, U2OS, AlphaScreen, inhibitor mode; AlphaScreen anti-acetyl-lysine; with virally co-expressed GCN5 acetyltransferase; inhibition, % at 15.6 µM; 0.17% of 350,000 active;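 active means every replicate shows inhibition of at least 40%; inconclusive means mean inhibition at least 40% but some replicate below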;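 further: 0% = neutral control wells and 100% = positive control wells; some results beyond the cut were filed as inactive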
# Starred values were filed as active, the others as inactive; ? = inconclusive. Only part of the results is shown. The share of hits here may be higher or lower than overall.
SMILES,LGR2 inh,PGC1a acetyl inh
COC(=O)[C@H](Cc1ccccc1)NC(=O)NCc1ccc(S(N)(=O)=O)cc1,-14,15
CC(=O)c1ccc(C#CC(C)(C)O)s1,11,15
CCOc1ccc2c(c1)s/c(=N\S(=O)(=O)c1ccc(OC)cc1)n2C(F)F,-4,-16
COc1ccc(C(=O)NN(C)c2nc(-c3ccccc3)cc(C)c2S(C)(=O)=O)cc1,0,-88
CC(=O)c1ccc(Cc2ncc(C(F)(F)F)cc2Cl)s1,-10,-9
CCCCOC(=O)c1ccc(NC(=O)c2cc(Cl)ccc2OC)cc1,24,11
CSC1=N/C(=C\c2ccc3c(c2)OCO3)C(=O)S1,21,-15
Cc1ccc(S(=O)(=O)N/N=C/C(C)(C)CO)cc1,-7,14
O=c1[nH]c(CN2CCCCC2)nc2ccccc12,23,4
Cc1[nH]n(-c2ccc(F)cc2)c(=O)c1/C=N/c1sc2c(c1C#N)CCCC2,27,2
O=C(CN1C(=O)NC2(CCCCC2)C1=O)Nc1ccccc1Cl,-2,-7
Nc1ccccc1Nc1ccccc1,16,11
COc1ccc(CCNC(=O)CSc2nc3ccccc3o2)cc1,16,1
O=C(Nc1ccc(Cl)c(Cl)c1)OCCNC(=O)c1cccc(Cl)c1,7,-6
CCOC(=O)Cc1csc(SCC(=O)Nc2cc(Cl)ccc2Oc2ccccc2)n1,-2,22
O=C(c1ccc2ccccc2n1)N1CCN(c2ccccc2O)CC1,1,-10
CC(C)(C)CC(=O)OCC(=O)Nc1cc(C(C)(C)C)nn1-c1ccccc1,-21,-5
O=C1C2C3C=CC(C3)C2C(=O)N1CNc1ccccn1 (centres undefined),9,-4
O=C(C(c1ccccc1)N1CCOCC1)N1CCOCC1 (centres undefined),11,5
COC(=O)c1ccc(C2C(Oc3ccc(OC)cc3)C(=O)N2CCc2ccc(F)cc2)cc1 (centres undefined),1,5
COc1ccc(Cl)cc1-n1c(C)cc(C=O)c1C,24,17
CN1C(=O)c2c(sc3c2CC(C)(C)SC3)N2CCN=C12,-4,-10
O=c1[nH]c2cc(Cl)ccc2n(CCNc2ncc(C(F)(F)F)cc2Cl)c1=O,6,-2
CC(C)(C)NC(=O)NC(=O)CSc1nnc2ccccn12,-25,2
O=C(N/N=C/c1cccs1)c1cc(-c2ccc3ccccc3c2)n[nH]1,-42,21
O=[N+]([O-])c1ccc(Oc2ccc(F)cc2Br)c2ccncc12,19,1
O=S(=O)(Nc1cccnc1)c1cccc(Cl)c1,-9,2
CCCCCCOC(=O)c1ccc(NC(=O)c2cc(OC)c(OC)c(OC)c2Br)cc1,-4,-10
Cc1ccc(S(=O)(=O)CCC(=O)Nc2nccs2)cc1,-12,-5
COc1ccc(S(=O)(=O)N2CCN(CC(=O)Nc3ccc(C)c(F)c3)CC2)cc1,5,-4
O=C(NC1CCCCC1)C12CC3CC(C1)CC(n1cncn1)(C3)C2,0,3
OCCN1CCN(Cc2cc(Cl)c3cccnc3c2O)CC1,20,16
CCOC(=O)Cc1csc(NC(=S)NC(=O)c2ccc(F)cc2)n1,1,20
CC(C)(C)NC(=O)c1ccc(Sc2ccccc2)c([N+](=O)[O-])c1,18,81*
Oc1ccc2ccccc2c1C=Nc1cc(C(F)(F)F)ccc1N1CCCC1,-5,6
c1ccc(-c2cn3nc4c(nc3n2)CCCC4)cc1,68*,5
CNC(=O)CSc1nnc(-c2cccnc2)n1CCc1ccccc1,13,-3
O=C1c2ccsc2SCCN1Cc1cccc(Cl)c1,16,-50
CCCCc1nc(NCCN)c(C#N)c2c1CSC(C)(C)C2,1,-8
O=C(CSc1nnc(C2CC2)n1-c1ccccc1)NCc1ccco1,3,2
c1ccc(-c2ncc(CSc3nncn3-c3ccccc3)s2)cc1,-6,-3
O=C(N/N=C/C=C/c1ccccc1)C(O)c1ccccc1 (centres undefined),-9,9
O=C1c2ccccc2C(=O)N1Cc1nc2ccccc2c(=O)n1CCCn1ccnc1,1,5
CN(C)c1nc(Oc2ccc(=O)[nH]n2)nc(N2CCOCC2)n1,13,-5
Cc1csc(Nc2ccccc2C(F)(F)F)n1,4,-19
O=C1OC(Nc2ccc3ncccc3c2)c2ccccc21 (centres undefined),-3,8
CC(C)c1cc[n+](-c2nc([O-])sc2C=O)cc1,7,1
CCCCNS(=O)(=O)c1ccc2nc(SCC(=O)N3CC(C)OC(C)C3)[nH]c2c1 (centres undefined),-5,-7
CCOc1cc(N2CCOCC2)c(OCC)cc1NC(=O)Cc1ccccc1OC,5,2
CCOC(=O)c1[nH]c(C)c(/C(O)=C2\C(=O)C(=O)N(CCCN3CCOCC3)C2c2cccnc2)c1C (centres undefined),10,33
COc1ccc(C(=O)CN2C(=O)NC(C)(c3ccccc3)C2=O)cc1OC (centres undefined),-10,-7
Cc1nc2ccc(NC(=O)Cc3ccsc3)cc2s1,-32,37
COc1ccc(/C=N/N2CCN(C)CC2)cc1O,2,-2
CSc1ccccc1-c1nnc(-c2ccc(C)cc2)o1,14,-5
Cn1c(SCC(=O)c2ccccc2)nnc1-c1cccc(N)c1,2,-4
C#CCOc1ccc(Br)cc1/C=N/O,21,-6
Cc1ccccc1CSc1nnc(-c2ccco2)n1Cc1ccco1,7,99*
CCOC(=O)C(=O)/C(=C\N(C)C)c1onc(-c2ccccc2Cl)c1C(=O)OC,37,-1
O=C(CSc1nnc(COc2ccccc2)o1)N1CCN(c2ccccc2)CC1,14,-3
CCCCC(CCC(=O)Nc1ccccc1C(=O)OCC)C(=O)O (centres undefined),-9,8
# Going on with the list:
SMILES,LGR2 inh,PGC1a acetyl inh
COc1cccc(NC(=O)Nc2cccs2)c1,-1,11
COc1cc2ccccc2cc1C(=O)Nc1ccccc1N1CCN(S(C)(=O)=O)CC1,9,2
Cc1ccc2oc(-c3cccc(NC(=S)NC(=O)/C=C/c4ccco4)c3)nc2c1,11,14
COc1cc(OC)cc(-c2nnc(SCC(=O)N3c4ccccc4Sc4ccccc43)o2)c1,-4,19
O=C(Nc1cccc(Cl)c1)Nc1ccccc1C(=O)NCc1ccco1,-39,-8
O=C(NC(NC(=S)Nc1ccccc1)C(Cl)(Cl)Cl)c1cccc(Cl)c1 (centres undefined),49,-2
O=C(NC(=S)Nc1ccc(Cl)cn1)C(c1ccccc1)c1ccccc1,0,6
COc1ccc(/C=c2/sc3n(c2=O)NC2(c4ccccc4)N(C)C(=O)N(C)C2(c2ccccc2)N=3)cc1 (centres undefined),24,12
O=C(C1CN(S(=O)(=O)c2ccccc2)CCN1S(=O)(=O)c1ccccc1)N1CCCCCC1 (centres undefined),11,-3
CC(NC(=O)c1noc2c1CCCC2)c1ccccc1 (centres undefined),8,33
Nn1c(Cc2cccc3ccccc23)nnc1SCn1nnc2ccccc2c1=O,-3,6
Cc1ccc(Oc2nc3ccccc3n3cccc23)cc1,-10,-5
O=C(COc1ccccc1)Nc1sc2c(c1C(=O)NCc1cccnc1)CCCC2,-11,18
CS(=O)(=O)c1cnc(-c2ccccc2)nc1Oc1ccc(F)cc1,15,21
CCn1c(SCC(=O)OC2CCCCC2)nc2ccccc2c1=O,3,9
Cc1ccc(S(=O)(=O)C(C#N)c2nc3ccccc3nc2N2CCCC2)cc1 (centres undefined),1,?
CN1CC=C2C(C#N)=C(N)C(C#N)(C#N)C(c3cccc(Cl)c3Cl)C2C1 (centres undefined),-5,13
O=C(CCCOc1ccccc1)N1CCN(S(=O)(=O)c2cccs2)CC1,-10,0
COc1ccc(C2CC(=O)C3=C(C2)NC(C)=C(C#N)C3c2ccc(N(C)C)cc2)cc1 (centres undefined),?,5
CC1=CC(=O)C=C(C)C1=NOC(=O)c1cccc([N+](=O)[O-])c1,2,8
Cc1cccc(N/C=C/C(=C(C#N)C#N)N(C)C)c1,-2,10
COC(=O)c1c(O)ccc(Oc2ccccc2)c1C(=O)OC,7,9
CCC(C)n1c(SCC(=O)NCc2ccco2)nnc1-c1cccc(S(=O)(=O)N2CCOCC2)c1 (centres undefined),14,4
COCCNC(=O)C(c1ccc(F)cc1)N(CC1CCCO1)C(=O)CCC(=O)Nc1ccccn1 (centres undefined),4,8
CNc1oc(-c2ccc(Cl)cc2)nc1C#N,-11,8
